Screening results: PubChem BioAssay, The Scripps Research Institute Molecular Screening Center
GalR3 antagonist: blocks the human galanin receptor 3. O60755. HEK293 GalR3-CNG cAMP membrane potential fluorescence; galR3 body fused to GalR1 C-terminus. inhibition, % at 3 µM. 0.44% of 360,000 active;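 active = inhibition above the screen-wide average plus 3 SD, cut at about 13% in these data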;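 note: forskolin and galanin both at EC90 stimulate the cells; cAMP rise reported by CNG channel membrane potential dye signal; 0% = forskolin plus galanin with DMSO and 100% = forskolin alone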
Target sequence (O60755 1-299 limits assumed): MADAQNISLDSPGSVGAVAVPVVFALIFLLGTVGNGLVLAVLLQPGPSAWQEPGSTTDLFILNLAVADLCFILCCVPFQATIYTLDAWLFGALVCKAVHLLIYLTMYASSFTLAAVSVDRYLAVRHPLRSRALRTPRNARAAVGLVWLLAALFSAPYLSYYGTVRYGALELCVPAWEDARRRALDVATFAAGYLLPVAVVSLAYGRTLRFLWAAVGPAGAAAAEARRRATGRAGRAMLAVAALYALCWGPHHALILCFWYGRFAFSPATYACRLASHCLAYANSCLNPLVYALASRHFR
M4 PAM: potentiates acetylcholine response at human M4 receptor; P08173; CHO-K1 hM4/Gqi5, Fluo-8 calcium fluorescence, ACh EC20; 0% = ACh EC20, 100% = maximal ACh; activation, % at 3 µM; 0.4% of 360,000 active;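 active = activation above its plate's cutoff, the mean activation of sample wells plus 3 SD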; note: some results filed as inactive read as strong as hits
Numbers without * were called inactive. Some of the compounds tested; rates above refer to the full screens.

SMILES	GalR3 antagonist	M4 PAM
CC1(C)OC2CC(=O)OCC23C1CC(=O)C1(C)C3CCC2(C)C(c3ccoc3)OC(=O)C3OC321 (stereo not given)	-6	-5
